Compound activity from PubChem.
TRHR PAM: allosteric enhancers of human TRH receptor; enhancement, % at 2 µM; TRHR cells, fluo-8 calcium fluorescence, EC20 TRH enhancement; AID 493056; P34981; 0.66% of 360,000 active; in the data active means enhancement above about 30%; further: 0% is about no effect
Target sequence (P34981 whole entry, looked up): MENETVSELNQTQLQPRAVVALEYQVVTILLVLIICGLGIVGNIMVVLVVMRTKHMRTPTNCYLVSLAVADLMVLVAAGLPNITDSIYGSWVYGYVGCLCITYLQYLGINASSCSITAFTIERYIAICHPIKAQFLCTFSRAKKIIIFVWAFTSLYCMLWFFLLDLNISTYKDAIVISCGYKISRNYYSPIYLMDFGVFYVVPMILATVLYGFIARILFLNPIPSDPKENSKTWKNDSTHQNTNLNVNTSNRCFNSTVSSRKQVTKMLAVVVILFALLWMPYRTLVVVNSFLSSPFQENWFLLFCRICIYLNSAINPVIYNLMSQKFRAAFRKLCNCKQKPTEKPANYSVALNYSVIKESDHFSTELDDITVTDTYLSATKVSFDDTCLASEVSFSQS
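Enhancer read-out: after compound pinning and an initial kinetic agonist-mode read, an EC20 of TRH (10 nM final) was injected and fluo-8 calcium signal (Ex 480/Em 530) followed at 1 s/cycle for 100 cycles in TRHR-expressing cells.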
TRHR agonist: agonists of human TRH receptor | P34981 | activation, % at 2 µM | TRHR cells, calcium flux fluo-8, FDSS agonist mode | 0.18% of 360,000 active; in the data active means activation above about 30%; further: 0% is about no effect
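Agonist-mode FDSS calcium read (Ex 480/Em 530, 1 s cycles) in 1536-well TRHR cells with fluo-8 dye, after 10-cycle baseline and 23 nL compound addition; TRH at EC20 (10 nM final) added afterwards for the enhancer phase.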
D1 potentiator: potentiators of human D1 dopamine receptor; P21728; HEK293 TREx D1 cells, calcium flux, dopamine EC20 potentiation; potentiation, % at 10 µM; 0.036% of 360,000 active; in the data active means potentiation above about 30%; further: 0% is about no effect
D1 ag: agonists of human D1 dopamine receptor; activation, % at 2 µM; P21728; 1% of 360,000 active; HEK293 T-REx D1 cells, calcium flux, agonist mode; in the data active means activation above about 30%; further: 0% is about no effect
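Inducible HEK293 T-REx D1 cells, force-coupled to calcium signalling, were plated at 4000 cells/well with tetracycline and held overnight at 30 C. After no-wash calcium dye loading, compound-evoked calcium rise over 180 s flagged agonists.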
RXFP1 antagonist: blocks the human relaxin receptor RXFP1; Q9HBX9; HEK293-RXFP1, relaxin-stimulated cAMP HTRF, 30 min; stronger effect = lower value; activity change, negative = inhibition, % at 57.5 µM; 0.59% of 350,000 active;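 active means activity change of -60% or lower, but not beyond a set lower limit; inconclusive means change between -60% and -40%, or beyond the set limit; inactive means change above -40%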; further: on the % scale 0 is the no-effect control and ±100 the full control effect
D1 antag: human D1 dopamine receptor antagonism; P21728; HEK293 TREx D1 cells, calcium flux, dopamine EC80; stronger effect = lower value; activity change, negative = inhibition, % at 10 µM; 3.2% of 360,000 active; AID 504652; in the data active means activity change below about -30%; further: on the % scale 0 is the no-effect control and ±100 the full control effect
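Tetracycline-induced HEK293 Trex D1 cells, force-coupled to calcium, dye-loaded; compounds added and read 180 s, then EC80 dopamine added and calcium flux tracked kinetically another 180 s.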
D2 potentiator: positively modulates the human D2 dopamine receptor allosterically. 0.34% of 340,000 active. P14416. AID 485347. potentiation, % at 10 µM. HEK293 T-REx D2, calcium flux, EC20 dopamine potentiation;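 active means potentiation over 3 SD above the plate norm, cut at about 30% in these data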; further: 0% is about no effect
Target sequence (P14416 whole entry, looked up): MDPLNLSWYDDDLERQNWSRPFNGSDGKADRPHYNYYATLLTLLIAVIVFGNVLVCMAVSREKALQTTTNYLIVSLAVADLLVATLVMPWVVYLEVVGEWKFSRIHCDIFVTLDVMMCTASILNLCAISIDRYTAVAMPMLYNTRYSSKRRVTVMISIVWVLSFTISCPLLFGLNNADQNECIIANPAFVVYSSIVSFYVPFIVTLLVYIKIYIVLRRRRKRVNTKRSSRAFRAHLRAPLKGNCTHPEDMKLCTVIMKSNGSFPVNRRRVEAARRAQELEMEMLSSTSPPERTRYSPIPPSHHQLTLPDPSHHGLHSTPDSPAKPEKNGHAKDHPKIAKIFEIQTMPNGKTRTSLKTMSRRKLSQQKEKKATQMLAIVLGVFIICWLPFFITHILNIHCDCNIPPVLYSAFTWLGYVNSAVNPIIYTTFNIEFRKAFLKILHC
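Cells plated with tetracycline inducer and held overnight at 30 C; calcium dye loaded 30–90 min at room temperature; baseline taken, compound added and read 180 s; EC20 dopamine then added and read 180 s.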
RXFP1 agonist: RXFP1 (human) receptor agonism | AID 2676 | Potency, µM (doses to about 57.5 µM), without a hit: at the highest dose activation, hits mostly activators | Q9HBX9 | 0.3% of 370,000 active | HEK293T-RXFP1 cAMP TR-FRET, 30 min; response scale: percent of porcine relaxin response, buffer zero; further: potency means the concentration at half of the fitted maximal effect; on the % scale 0 is the no-effect control and ±100 the full control effect; nearly all actives have a fitted effect of over 60% in size; many of its hits are not listed in these tables
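cAMP rise read by TR-FRET after 30 min, 37C compound exposure (up to 58 uM) in RXFP1-transfected HEK293 cells with Ro 20174 present. EC50 from Hill-equation fits, with 29 nM porcine relaxin as 100% and buffer as basal.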
Anesthetic bind: binds horse apoferritin like a general anesthetic. P02791. apoferritin/1-aminoanthracene competitive binding, fluorescence. Potency, µM (top dose mostly 77.5 µM), for inactives: top-dose activity change, negative = displacement, actives largely listed as inhibitors. 0.074% of 350,000 active; further: potency means the concentration at half of the fitted maximal effect; on the % scale 0 is the no-effect control and ±100 the full control effect; nearly all actives have a fitted effect of over 20% in size
Target sequence (P02791 2-175 limits assumed): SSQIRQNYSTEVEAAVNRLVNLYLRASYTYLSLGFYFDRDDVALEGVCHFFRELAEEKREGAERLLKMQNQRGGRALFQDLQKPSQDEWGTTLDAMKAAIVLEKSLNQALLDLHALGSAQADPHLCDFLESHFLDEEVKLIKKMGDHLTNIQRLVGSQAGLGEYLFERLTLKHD
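Horse-spleen apoferritin (10 uM) in 50% saturated 1-aminoanthracene in PBS was incubated 10 min at room temperature with compound. Fluorescence (ex 380, em 535 nm) was normalized to free and bound 1-AMA, with concentration-response fitted by a four-parameter Hill equation.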
Starred values were filed as active, the others as inactive; u = inconclusive; x = not tested or not shown; & = joins results of further samples; [ ] = another dose, or the depositor's remark. Unless noted, the call rests on the fitted dose curve; in most records, active means well fitted curve in the direction sought with a large enough effect; inconclusive means small, poorly fitted or top-dose-only effect, or another doubt; inactive means no such curve, though single readings can be large; an effect the other way counts as inactive or inconclusive. An excerpt; count on the stated rates, not on these rows.

SMILES	TRHR PAM	TRHR agonist	D1 potentiator	D1 ag	RXFP1 antagonist	D1 antag	D2 potentiator	RXFP1 agonist	Anesthetic bind
Cc1nnc(NC(=O)c2ccc(C)c(S(=O)(=O)N3CCCCCC3)c2)s1	1	-0.3	-4	1	6	-5	-12	0.1%	-1%
O=C1COc2cc(S(=O)(=O)CCC(=O)N3CCN(c4ccccc4F)CC3)c(Cl)cc2N1	-3	0.1	-3	6	x	-4	-3	26%	-8%
COC(=O)CNc1ccc2c(c1)OCO2	-6	-0.3	-10	0	-10	6	-5	1.4%	-11%
CCOC(=O)C1CCCCN1S(=O)(=O)c1csc(C(N)=O)c1 (configuration not stated)	-2	-2.3	-1	0	6	-2	-5	0.3%	-11%
CCC(Sc1nc2ccccc2c2nc(CCn3c(C)nc4ccccc43)nn12)C(=O)Nc1ccc(F)cc1 (configuration not stated)	2	0.1	-4	1	2	-42*	-9	-0.9%	7%
CCc1ccccc1Nc1nc2ccccc2n1C	0	-1.2	-6	6	2	-9	0	-0.1%	u
Cn1c(SCC(=O)N2CCOCC2)nnc1-c1ccc2ncccc2c1	-8	0.7	-10	1	-23	-5	3	-1.5%	-6%
O=C(Nc1cccc(O)c1)c1cc2nc(-c3ccc(Br)cc3)cc(C(F)(F)F)n2n1	9	-0.7	-2	-1	x	1	2	-1.8%	9%
Cc1nn(C)c(C(=O)NNC(=S)NC2CCCCC2)c1Cl	1	-0.4	0	4	-11	-7	x	0.6%	4%
O=C(NNC(=O)c1ccc(S(=O)(=O)N2CCCC2)cc1)c1ccc(Br)cc1	-1	-0.1	-2	1	-10	-4	7	0.3%	x
Brc1ccc(Oc2ncc(CN3CCN(c4ccccc4)CC3)s2)cc1	0	-1.1	2	7	-19	-2	-6	-0.3%	-9%
O=S(=O)(NC1CCc2ccccc21)c1ccc(S(=O)(=O)N2CCCC2)cc1 (configuration not stated)	-10	-0.1	-4	0	6	-26	-9	1.1%	109%[activator]
COc1cc2ccccc2cc1C(=O)Nc1nnc(-c2ccncc2)o1	-5	-0.6	-2	0	-23	-5	3	0.7%	-5%
COc1nccc(C(F)(F)F)c1C(=O)Nc1ccc(Cl)cc1	0	0.2	-11	0	0	21	4	1.6%	-8%
O=C(Nc1ccccc1)Nc1ccc2ocnc2c1	5	0.6	-5	7	7	-17	16	5.1%	-2%
O=C(O)C1Cc2ccccc2CN1S(=O)(=O)c1ccc2ccccc2c1 (configuration not stated)	5	0.6	-3	1	13	-8	-3	-0.3%	6%
CC(=O)c1ccccc1NCC(=O)Nc1ccc(C)cc1	-1	-0.4	4	-1	-4	x	-2	0.7%	2%
Cc1ccc(NC(=O)Nc2ncnc3nc[nH]c23)cc1	3	-0.1	-3	1	-6	-14	13	-0.2%	-10%
Cc1cc(F)ccc1NC(=O)CN(C)S(=O)(=O)c1ccc(C(=O)N2CCOCC2)s1	-1	-0.2	0	1	x	3	0	1.8%	-4%
O=C(CNC(=O)c1ccccn1)N/N=C/c1ccc2c(c1)OCO2	0	-0.3	2	-2	-6	-1	-4	-2.0%	u
COc1cccc(CNC(=O)CNC(=O)N2CC(=O)Nc3ccccc32)c1	-3	0.6	1	3	1	-4	5	2.6%	4%
O=C(CCN1CCN(c2ccccc2)CC1)NNC(=O)c1cccc2ccccc12	-3	-0.4	-4	1	3	-9	-16	1.4%	-9%
CCCC12CN3CC(CCC)(CN(C1)C3c1ccccc1)C2=O (configuration not stated)	-6	1.0	1	1	-4	-2	2	-1.0%	20%
NS(=O)(=O)c1cccc(NC(=O)c2ccccc2NS(=O)(=O)c2ccc(F)cc2)c1	1	-0.8	-9	1	0	26	x	5.7%	-9%
O=C(Nc1ccc(N2CCN(C(=O)c3cccs3)CC2)cc1)c1cccc(F)c1	7	0.1	-6	1	5	1	-5	1.0%	-19%
Cc1c(NC(=O)Oc2ccccc2)sc(=S)n1C	-11	0.3	10	1	-2	-14	-7	-1.0%	-5%
COC(=O)c1ccccc1NC(=O)NCc1ccccn1	0	-0.1	-5	1	0	7	-3	-0.3%	3%
CCCCC#Cc1ccccc1CC(=O)Nc1ccccc1	0	0.1	0	-1	x	1	-3	-0.1%	-17%&-11%
COc1ccc(C2c3ccc4ccccc4c3Oc3ncn(CCO)c(=N)c32)cc1OC (configuration not stated)	-17	0.6	-7	3	-2	14	x	1.4%	-16%
CO/N=C/C(c1ccc(Cl)nc1)S(=O)(=O)c1ccccc1 (configuration not stated)	-8	0.4	-5	0	5	0	1	-0.1%	-8%
O=C(c1ccco1)N1CCN(C(=S)Nc2ccc(F)cc2)CC1	3	-0.2	1	4	-5	-9	6	2.2%	-5%
CCOC(=O)C1=C(c2ccccc2)OC(N)=C(C#N)C1c1ccco1 (configuration not stated)	2	-0.2	-7	1	-2	10	-8	-0.6%	-12%
C#CCOCCOCCOCCNc1nc(N2CCN(C(=O)[C@H](CCC(=O)O)n3cc(C(N)Cc4ccc(O)cc4)nn3)CC2)nc(N2CCN(C(=O)[C@H](Cc3cc4ccccc4[nH]3)n3cc(C(N)CC(C)C)nn3)CC2)n1 (some centres not stated)	-8	0.3	-1	-1	x	-11	-1	0.1%	-8%
O=C(c1ccc2ccccc2c1)N1CCN(S(=O)(=O)/C=C/c2ccccc2)CC1	-3	-0.6	-1	1	-18	16	0	2.7%	-9%
CSc1nc2nc(-c3ccc(F)cc3)c(CCN3CCN(C)CC3)cn2n1	16	0.0	8	7	5	28	3	0.2%	-2%
Cc1ccc2nc(N3C(=O)C(O)=C(C(=O)c4ccco4)C3c3ccc(C)o3)sc2c1 (configuration not stated)	-8	-0.3	-1	-1	-14	13	11	19%	-18%
Cc1ccccc1CN(c1ccc(C(=O)NCC2CCCO2)cc1)S(C)(=O)=O (configuration not stated)	-4	0.4	-2	3	x	8	8	0.6%	1%
COc1cc2nc(C3CCC3)n(NC(=O)C3CCC(OC)CC3)c(=O)c2cc1OC (configuration not stated)	-1	0.7	0	1	-15	-2	-5	1.8%	-8%
COc1ccc(C2NC(=O)c3ccccc3O2)cc1OC (configuration not stated)	-4	0.3	-9	2	10	8	-2	0.1%	6%
CS(=O)(=O)N(CC(=O)N1CCCC1)c1cccc(Cl)c1	5	1.8	-1	1	-7	-2	7	-0.1%	-8%
C[N+]1=C2CCCCCN2C(O)(c2ccccc2)C1 (configuration not stated)	8	-0.9	4	4	-8	-17	9	-0.8%	-4%
CCOC(=O)C(C(=O)Nc1ccccc1C)C1CCCCC1 (configuration not stated)	2	-0.5	-2	2	-10	8	1	2.4%	0%
CC1=C(C(=O)Nc2cccc(C(=O)NC(C)c3ccccc3)c2)SCCO1 (configuration not stated)	5	-2.2	-5	0	x	6	5	-1.7%	-14%
Cc1cccc[n+]1CC(=O)c1ccccc1	-1	-0.9	-1	2	2	-4	5	0.1%	-1%
O=C1C(NS(=O)(=O)c2cccs2)=C(N2CCN(c3ccccc3)CC2)C(=O)c2ccccc21	14	0.1	-2	-3	2	26	x	-0.6%	-16%
COc1ccc(-c2nc(=S)c3ccc4ccccc4c3[nH]2)cc1	3	-0.5	-12	4	-2	-68*	x	10%	-1%
COc1cc(CNc2ncc(-c3ccc(Br)cc3)n2C)cc(OC)c1OC	3	-0.3	-6	3	-9	-26	-11	0.2%	-13%
CCCCc1cc(=O)oc2cc(C)cc(OCc3nn[nH]n3)c12	1	0.3	-3	1	-13	5	x	2.5%	-5%
Cc1cc2cccc(C)c2nc1SCC(=O)NCC1CCCO1 (configuration not stated)	9	0.0	-4	3	4	-6	-5	-0.8%	u
O=C(CSc1nc(-c2ccco2)cc(C(F)(F)F)n1)N1CCN(c2ccc(Cl)cc2)CC1	4	0.3	1	1	-18	-5	-5	1.6%	-23%
COc1ccc(OC)c(NC(=O)CSC2=Nc3ccccc3C3=NC(CC(=O)NCCc4ccccc4)C(=O)N23)c1 (configuration not stated)	-12	-0.4	-2	2	-10	-2	2	2.5%	-23%
Cc1ccc(NC(=O)NC(=O)COc2ccc(Cl)cc2Cl)c(C)c1	3	1.0	-1	3	x	7	-2	1.0%	-5%
O=C(Cn1cnc2c(nnn2Cc2ccc(Cl)cc2)c1=O)N1CCN(c2ccccc2)CC1	-2	0.8	-4	-1	5	0	4	-3.5%	-9%
CCN(Cc1ccncc1)Cc1nc(Cc2ccccc2Cl)no1	-10	-0.9	-5	6	-5	-21	6	0.3%	-11%
O=c1cc(CN2CCc3ccccc3C2)nc2sccn12	5	-0.6	-1	2	-3	2	-9	10%	-17%
CC(C)COc1ccc(C(=O)NC(CC(C)C)C(=O)O)cc1 (configuration not stated)	-4	-0.2	1	2	8	7	12	-0.4%	-9%
CCCn1c(C)cc(/C=C(\C#N)C(=O)OCC(=O)NC(=O)NC(C)(C)C)c1C	5	-0.9	-6	2	x	-2	7	0.2%	-19%
CCn1cc(C(=O)NCC2CCCO2)c(=O)c2cc(S(=O)(=O)N(C)C3CCCCC3)ccc21 (configuration not stated)	-1	-0.2	2	1	-29	8	-2	1.2%	-4%
O=C(COC(=O)CC12CC3CC(CC(Br)(C3)C1)C2)NC(=O)NCc1ccco1	10	0.3	0	1	0	1	0	0.6%	u
CN1CCN(c2ccc(Cl)cc2NC(=O)c2ccc([N+](=O)[O-])cc2)CC1	8	0.1	-15	6	1	-85*	-22	0.1%	4%

Part of the list above, bar-delimited:
Molecule | TRHR PAM | TRHR agonist | D1 potentiator | D1 ag | RXFP1 antagonist | D1 antag | D2 potentiator | RXFP1 agonist | Anesthetic bind
O=C1C(NS(=O)(=O)c2cccs2)=C(N2CCN(c3ccccc3)CC2)C(=O)c2ccccc21 | 14 | 0.1 | -2 | -3 | 2 | 26 | x | -0.6% | -16%
Cc1ccc2nc(N3C(=O)C(O)=C(C(=O)c4ccco4)C3c3ccc(C)o3)sc2c1 (configuration not stated) | -8 | -0.3 | -1 | -1 | -14 | 13 | 11 | 19% | -18%
CSc1nc2nc(-c3ccc(F)cc3)c(CCN3CCN(C)CC3)cn2n1 | 16 | 0.0 | 8 | 7 | 5 | 28 | 3 | 0.2% | -2%
COc1cc2ccccc2cc1C(=O)Nc1nnc(-c2ccncc2)o1 | -5 | -0.6 | -2 | 0 | -23 | -5 | 3 | 0.7% | -5%
CCCC12CN3CC(CCC)(CN(C1)C3c1ccccc1)C2=O (configuration not stated) | -6 | 1.0 | 1 | 1 | -4 | -2 | 2 | -1.0% | 20%
Cc1cccc[n+]1CC(=O)c1ccccc1 | -1 | -0.9 | -1 | 2 | 2 | -4 | 5 | 0.1% | -1%
